Bioassay records: PubChem, University of Kansas High Throughput Screening Laboratory
mHTT CaM bind: disrupts binding of mutant huntingtin to calmodulin | P42858 | AlphaScreen His-mHTT/GST-CaM binding, luminescence | inhibition, % at 15 µM | 190,000 tested, 3.6% active | AID 1671202;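 also: 0% = both proteins with DMSO and 100% = one protein alone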
Target sequence (P42858 whole entry, looked up, stated change not applied): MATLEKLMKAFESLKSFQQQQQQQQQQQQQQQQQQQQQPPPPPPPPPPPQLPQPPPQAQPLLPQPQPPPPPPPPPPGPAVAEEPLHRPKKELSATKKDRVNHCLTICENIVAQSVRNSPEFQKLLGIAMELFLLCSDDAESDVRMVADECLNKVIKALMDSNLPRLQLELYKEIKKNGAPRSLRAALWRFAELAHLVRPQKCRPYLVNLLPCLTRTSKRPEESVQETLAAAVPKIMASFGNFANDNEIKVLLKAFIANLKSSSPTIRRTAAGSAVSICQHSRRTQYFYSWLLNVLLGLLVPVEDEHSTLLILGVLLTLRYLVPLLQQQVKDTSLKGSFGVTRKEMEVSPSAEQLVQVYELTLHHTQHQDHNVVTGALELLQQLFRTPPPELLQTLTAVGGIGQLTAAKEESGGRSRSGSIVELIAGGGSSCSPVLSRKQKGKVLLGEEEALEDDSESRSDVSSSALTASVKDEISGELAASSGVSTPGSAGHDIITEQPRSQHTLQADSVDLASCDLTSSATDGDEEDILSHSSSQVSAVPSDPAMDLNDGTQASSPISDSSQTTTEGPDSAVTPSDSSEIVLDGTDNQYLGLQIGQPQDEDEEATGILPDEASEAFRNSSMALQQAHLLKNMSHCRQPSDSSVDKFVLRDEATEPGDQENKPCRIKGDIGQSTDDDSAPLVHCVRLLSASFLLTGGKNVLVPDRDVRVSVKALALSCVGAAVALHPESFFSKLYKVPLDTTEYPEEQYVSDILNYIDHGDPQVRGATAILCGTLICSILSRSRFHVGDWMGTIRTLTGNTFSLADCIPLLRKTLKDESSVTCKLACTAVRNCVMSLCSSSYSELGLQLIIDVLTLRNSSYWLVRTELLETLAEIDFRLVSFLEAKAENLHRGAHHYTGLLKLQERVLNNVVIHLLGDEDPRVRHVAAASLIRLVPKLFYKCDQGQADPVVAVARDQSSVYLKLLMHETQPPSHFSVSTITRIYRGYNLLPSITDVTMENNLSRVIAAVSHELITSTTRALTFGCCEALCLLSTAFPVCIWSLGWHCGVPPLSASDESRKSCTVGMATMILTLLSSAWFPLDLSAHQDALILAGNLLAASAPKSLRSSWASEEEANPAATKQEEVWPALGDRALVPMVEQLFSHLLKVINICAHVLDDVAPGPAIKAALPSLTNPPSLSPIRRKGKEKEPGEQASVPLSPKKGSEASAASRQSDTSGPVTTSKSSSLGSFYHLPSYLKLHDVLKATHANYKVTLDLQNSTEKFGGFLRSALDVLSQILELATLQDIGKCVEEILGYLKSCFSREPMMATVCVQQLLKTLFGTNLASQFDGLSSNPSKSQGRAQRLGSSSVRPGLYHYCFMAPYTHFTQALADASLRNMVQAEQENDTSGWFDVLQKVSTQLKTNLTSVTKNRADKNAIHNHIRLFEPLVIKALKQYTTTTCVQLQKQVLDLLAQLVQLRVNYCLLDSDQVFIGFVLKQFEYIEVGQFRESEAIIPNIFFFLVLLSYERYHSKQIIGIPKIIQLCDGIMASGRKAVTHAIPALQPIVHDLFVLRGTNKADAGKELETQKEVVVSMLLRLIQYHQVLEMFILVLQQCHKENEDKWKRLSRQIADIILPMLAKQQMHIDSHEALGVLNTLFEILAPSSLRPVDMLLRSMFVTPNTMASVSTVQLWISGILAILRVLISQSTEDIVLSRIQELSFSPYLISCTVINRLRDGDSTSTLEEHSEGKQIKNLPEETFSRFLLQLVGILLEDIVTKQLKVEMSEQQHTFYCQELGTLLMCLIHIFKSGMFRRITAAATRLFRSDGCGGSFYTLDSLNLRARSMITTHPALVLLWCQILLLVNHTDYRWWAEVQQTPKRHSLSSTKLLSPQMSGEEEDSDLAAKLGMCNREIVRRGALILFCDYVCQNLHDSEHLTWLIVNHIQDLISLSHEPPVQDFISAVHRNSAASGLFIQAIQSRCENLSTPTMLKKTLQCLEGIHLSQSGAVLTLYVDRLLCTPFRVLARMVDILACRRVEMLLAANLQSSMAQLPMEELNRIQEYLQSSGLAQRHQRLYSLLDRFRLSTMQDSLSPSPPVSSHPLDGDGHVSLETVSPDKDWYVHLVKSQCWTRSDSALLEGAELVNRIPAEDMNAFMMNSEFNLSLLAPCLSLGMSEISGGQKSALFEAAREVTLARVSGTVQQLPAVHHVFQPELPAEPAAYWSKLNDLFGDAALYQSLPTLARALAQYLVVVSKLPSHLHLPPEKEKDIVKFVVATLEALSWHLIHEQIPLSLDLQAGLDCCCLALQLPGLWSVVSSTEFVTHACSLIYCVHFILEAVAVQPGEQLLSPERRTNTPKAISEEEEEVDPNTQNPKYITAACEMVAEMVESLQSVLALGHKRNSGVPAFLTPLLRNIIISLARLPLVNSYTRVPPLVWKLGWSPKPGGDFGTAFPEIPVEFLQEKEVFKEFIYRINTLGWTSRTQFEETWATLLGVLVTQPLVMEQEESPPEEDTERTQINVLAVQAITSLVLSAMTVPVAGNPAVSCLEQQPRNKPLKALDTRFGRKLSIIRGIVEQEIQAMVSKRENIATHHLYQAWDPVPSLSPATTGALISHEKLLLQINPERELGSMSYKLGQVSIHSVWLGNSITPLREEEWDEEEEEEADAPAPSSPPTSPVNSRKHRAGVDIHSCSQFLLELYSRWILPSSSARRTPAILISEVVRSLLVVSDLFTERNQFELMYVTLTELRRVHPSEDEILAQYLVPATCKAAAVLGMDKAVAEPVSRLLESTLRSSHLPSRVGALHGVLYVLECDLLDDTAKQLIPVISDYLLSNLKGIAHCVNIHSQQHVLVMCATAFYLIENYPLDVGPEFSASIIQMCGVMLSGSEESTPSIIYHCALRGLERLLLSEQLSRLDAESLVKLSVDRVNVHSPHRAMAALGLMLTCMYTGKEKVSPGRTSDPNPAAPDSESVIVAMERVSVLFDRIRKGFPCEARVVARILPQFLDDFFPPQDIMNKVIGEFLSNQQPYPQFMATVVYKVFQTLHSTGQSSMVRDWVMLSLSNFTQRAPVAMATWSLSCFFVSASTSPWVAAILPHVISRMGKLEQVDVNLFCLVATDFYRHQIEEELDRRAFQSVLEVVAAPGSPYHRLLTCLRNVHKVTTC
Pf apPOL inh: Pf-apPOL DNA polymerase inhibition | Recombinant Pf-apPOL, molecular beacon fluorescence, 1.5 h | inhibition, % at 10 µM | 210,000 tested, 0.25% active
* marks the source's active call; other numbers are inactive results; · = no result given; & = joins results of further samples. Rule as the data show it: active = inhibition above about 50%; inactive = the rest.

SMILES | mHTT CaM bind | Pf apPOL inh
NNC(=O)COc1ccc(Br)cc1Br | · | -4.0
CCOc1ccccc1/C=C1\N=C(c2cccc(OC)c2)OC1=O | -4.0 | -4.3
O=C1c2ccccc2C(=O)N1CCCCN(C(=O)c1ccco1)c1ccc(Cl)cc1 | 1.3 | -7.5
COC(=O)C(C)Oc1ccc2cc(-c3ccc(OC)cc3)c(=O)oc2c1 (stereo not drawn) | -14.8 | -17.9
COc1cccc(CNC(=O)c2c(C)noc2-c2ccccc2C)c1 | -6.4 | 1.4
Cc1ccc2nsnc2c1NC(=O)c1cc(I)ccc1Cl | 9.0&-3.3 | 2.7&-4.9
Cc1ccc(C(=O)N2CCC(Nc3cccnc3)C2)s1 (stereo not drawn) | 0.4 | -2.8
COc1ccc(N(CC(N)=O)S(C)(=O)=O)cc1Cl | 0.7 | -0.1
O=C(Nc1nnc(SCc2cccnc2)s1)c1cc(C2CC2)on1 | -16.7 | -3.8
Cn1c(=O)c(-c2nc(-c3cccc(F)c3)no2)c(O)c2ccccc21 | -10.6 | -0.4
CCN(CC)c1ccc2cc(-c3nnc(NCc4ccco4)s3)c(=O)oc2c1 | -17.0 | -1.8
CCOc1ccc(NC(=O)N2CCC(N3CCN(Cc4ccc(F)cc4)C3=O)CC2)cc1 | 5.1 | -0.5
COc1cc([N+](=O)[O-])ccc1N1C(=O)C2C3C=CC(C3=C(C)C)C2C1=O (stereo not drawn) | 6.0 | -5.2
CC(=O)Oc1ccc2c(=O)c(Oc3ccc([N+](=O)[O-])cc3)c(C)oc2c1 | 9.0&9.9 | -5.3&-2.7
CCN1C(=O)C(C)(C(=O)NCc2ccccc2)Oc2cccnc21 (stereo not drawn) | 2.2 | 0.8
C[C@H]1CCCN1c1cccc2c1S(=O)(=O)N1CC[C@@H](C1)O2 | -1.4 | 0.5
O=C(c1ccc(OCC2CCN(C(=O)C3CCCO3)CC2)cc1)N1CCOCC1 (stereo not drawn) | 6.3 | 0.2
O=C(NCCO)c1cc2cc(Br)ccc2oc1=O | -5.0 | -2.5
Cc1ccccc1C(=O)Nc1sc(C)c(C)c1C(N)=O | 3.6 | -0.9
COc1ccc(C=C2Oc3c(ccc(O)c3CN(C)Cc3ccccc3)C2=O)cc1OC | 37.8 | -11.0
Cc1cccc(CN2CCSCC2)c1 | 3.4 | -0.5
O=C(C1CC1)N1CCc2sc(S(=O)(=O)Nc3ccc(N4CCOCC4)cc3)cc2C1 | 4.3 | -1.7
COc1ccc(C2CCCN2C(=O)Nc2ccc(Br)c(C)c2)cc1 (stereo not drawn) | 25.8 | -5.5
CCc1c(C)sc(NC(=O)c2cccs2)c1C(N)=O | 8.0 | 3.6
CCOC(=O)C1C(=O)C=C(c2ccc(OC)c(OC)c2)CC1c1ccccc1OC (stereo not drawn) | 6.3 | -0.1
Cc1ccc(C)c(OCCN2CCCC2)c1 | 4.5 | -3.0
CCC(Sc1nc2cc(OC)c(OC)cc2c(=O)n1Cc1ccco1)C(=O)NCCOC (stereo not drawn) | 36.0 | 1.5
Cc1ccc(NC(=O)C(=O)NC2CC2)c(C)c1 | 34.8 | -6.0
Brc1csc(CN2CCc3nc(Nc4ccccc4)ncc3C2)c1 | 0.2 | 0.7
CCn1cc(C(=O)NCC(OC)OC)c(=O)c2ccc(C)nc21 | 1.0 | -4.2
O=C(NCCNC(=O)c1ccc(F)cc1)c1ccc(F)cc1 | -9.8 | 1.7
Cc1cc2nnc(C#N)c(C)n2n1 | · | 3.5
Cc1ccc2ncn(C3CCN(C(=O)Nc4ccc(F)cc4)CC3)c(=O)c2c1 | -0.5 | 4.6
O=C(Nc1ccccn1)c1cc(S(=O)(=O)N2CCOCC2)ccc1Cl | 4.0 | -9.5
Cc1ccc(N2CCN(C(=O)c3ccc(Cl)cc3)C(C)C2=O)cc1F (stereo not drawn) | -1.6 | -2.4
COc1cc(C=O)ccc1OCCCOc1cc(C)ccc1Cl | -18.1 | -10.0
CCN1C(=O)/C(=C/c2c(N3CCCC3)nc3c(C)cccn3c2=O)SC1=S | 7.6 | ·
COc1ccccc1N(CN1CCCC1=O)C(=O)c1ccccc1[N+](=O)[O-] | -16.2 | -4.7
CC12CCC(C(=O)N(CN3CCCCC3)C1=O)C2(C)C (stereo not drawn) | -4.2 | ·
Cc1ccsc1C(O)CNC(=O)Nc1ccccc1F (stereo not drawn) | -13.2 | -3.4
Cc1ccc(C(=O)NC2CC(C)(C)NC(C)(C)C2)cc1C | -1.4 | -1.8
c1ccc(-c2cc3c(ccc4nonc43)nn2)cc1 | -1.3 | -3.5
COc1ccc(/C=c2\sc3nc(-c4ccc(C)cc4)nn3c2=O)c(OC)c1 | -1.0 | -5.9
CCOc1ccc(CN2CCc3nc(Nc4cc(OC)cc(OC)c4)ncc3C2)cc1 | 7.7 | 2.0
O=C(CSc1cn(Cc2ccc(F)cc2)c2ccccc12)Nc1ccccc1 | 29.0 | 7.0
Cc1nc(N2CCC(C)CC2)c2c(C)c(C(=O)N(C)Cc3ccccc3)sc2n1 | 44.0 | -6.1
O=C(CN1CCN(CC(=O)Nc2ccc(F)c(F)c2)CC1)Nc1ccc(Cl)cc1 | 2.0 | -2.7
CCCCC(=O)Nc1nc2c(s1)CN(S(=O)(=O)c1ccc(C)cc1)CC2 | 5.3 | -5.5
O=C(Nc1ccc2c(c1)OCCO2)c1cn2c(n1)CCCC2 | 0.2 | -4.2
CC(C)(C)NC(=O)c1cc2nc(-c3ccc(Br)cc3)cc(C(F)(F)F)n2n1 | 1.0 | -5.2
(further entries)
SMILES | mHTT CaM bind | Pf apPOL inh
CN1CCCN(C(=O)C2COC3(CCCCC3)N2C(=O)c2ccccc2)CC1 (stereo not drawn) | 1.3 | -3.0
Cc1ccc(-n2cc(-c3ccc(Cl)cc3)[nH]c2=O)cc1Cl | 41.0 | -5.8
O=C(Cn1ccn2nc(-c3ccccc3)cc2c1=O)NCc1ccccc1Cl | -12.3 | -5.9
Cn1c(C2C3=C(CCCC3=O)Nc3nc(Cc4ccccc4)nn32)nc2cc([N+](=O)[O-])ccc21 (stereo not drawn) | 2.0 | 1.4
CCOc1cc(CNC(=O)c2ccc3c(c2)N(C)C(=O)C2CCCCN32)ccc1OC (stereo not drawn) | 5.0 | 1.0
O=C(NC1CCCCC1)c1n[nH]c2c1CN(C(=O)Cc1ccccc1F)CC2 | -1.4 | 0.9
CCOc1ccc2c(-c3cc4cc(Br)ccc4oc3=O)cc(=O)oc2c1 | 3.8 | -1.2
O=C(N1CCN(c2nc(-c3ccccc3)c3ccccc3n2)CC1)C(F)(F)F | -14.0 | -8.0
CCOc1ncccc1C(=O)Nc1cc(S(=O)(=O)N(C)C)ccc1C | 3.0 | -4.1
COc1ccc2oc(-c3ccccc3Cl)cc(=O)c2c1 | -9.8 | -9.1
Cc1ccccc1CNS(=O)(=O)c1ccccc1[N+](=O)[O-] | -0.6 | -2.3
O=C(NCCOc1ccc(F)cc1)C1CCCN(c2ccc(-c3cccs3)nn2)C1 (stereo not drawn) | 0.0 | -16.9
O=C(Nc1ccc(SCc2ccccn2)nn1)c1ccco1 | -14.4 | -4.2
COc1ccc(CCNC(=O)c2ccc3c(c2)NC(=O)C(N2CCOCC2)S3)cc1OC (stereo not drawn) | 7.0 | -18.6
CCOc1ccc(C2=C/C(=C/c3cc(Br)c(OC)c(OC)c3)C(=O)O2)cc1 | -13.0 | -5.2
COc1ccc(C(N)C(=O)O)cc1 (stereo not drawn) | 2.0 | -13.8
Cc1ccccc1-c1noc(Cc2nnc(-c3ccccc3)o2)n1 | -29.8 | -1.9
COc1cccc(CC(=O)N2CCCC2C(=O)NCCc2csc(-c3ccccc3)n2)c1 (stereo not drawn) | 13.7 | -3.5
COc1nc(OC)c(F)c(Oc2ccc(C(C)=O)cc2)c1F | 5.0 | -1.0
CC1CC(C)CN(CC(O)COc2ccc(C34CC5CC(CC(C5)C3)C4)cc2)C1 (stereo not drawn) | 65.1* | 3.0
COc1cccc(C(=O)Nc2cc3c(cc2C(C)=O)OCCO3)c1 | -4.7 | 1.8
COc1cccc(C2=NOC(C(=O)Nc3ccc(C(C)=O)cc3)C2)c1 (stereo not drawn) | 15.7 | -2.0
COc1ccc(CCC(=O)N2CCCC2c2ccccc2F)cc1 (stereo not drawn) | 2.3 | -6.3
COc1ccc(-c2c3c(=O)n(C)c(=O)n(C)c3c3nnc4ccccc4n23)cc1 | -5.0 | -5.4
Ic1ccc(CSc2nnn(-c3ccccc3)n2)cc1 | -102.0 | -2.5
CC(C)(C)n1nc2c(c1NC(=O)c1ccccc1[N+](=O)[O-])CSC2 | 44.0 | -5.8
Cc1ccccc1CNC(=O)c1ccc2c(c1)nc1n2CCC(C)C1 (stereo not drawn) | 5.3 | -7.2
O=C(Nc1nnc(SCc2ccccc2F)s1)c1ccccc1F | 0.4 | 0.4
Cc1cc(C)c2c(CN3CCCCCCC3)cc(=O)oc2c1 | -5.8 | -0.1
O=C(Cn1cc([N+](=O)[O-])cn1)Nc1ccc(OC(F)(F)F)cc1 | 2.0 | -8.1

Already shown: 27 of the compounds above.
SMILES | mHTT CaM bind | Pf apPOL inh
Cn1c(C2C3=C(CCCC3=O)Nc3nc(Cc4ccccc4)nn32)nc2cc([N+](=O)[O-])ccc21 (stereo not drawn) | 2.0 | 1.4
CCOc1cc(CNC(=O)c2ccc3c(c2)N(C)C(=O)C2CCCCN32)ccc1OC (stereo not drawn) | 5.0 | 1.0
O=C(NC1CCCCC1)c1n[nH]c2c1CN(C(=O)Cc1ccccc1F)CC2 | -1.4 | 0.9
CCOc1ccc2c(-c3cc4cc(Br)ccc4oc3=O)cc(=O)oc2c1 | 3.8 | -1.2
O=C(N1CCN(c2nc(-c3ccccc3)c3ccccc3n2)CC1)C(F)(F)F | -14.0 | -8.0
CCOc1ncccc1C(=O)Nc1cc(S(=O)(=O)N(C)C)ccc1C | 3.0 | -4.1
COc1ccc2oc(-c3ccccc3Cl)cc(=O)c2c1 | -9.8 | -9.1
Cc1ccccc1CNS(=O)(=O)c1ccccc1[N+](=O)[O-] | -0.6 | -2.3
O=C(NCCOc1ccc(F)cc1)C1CCCN(c2ccc(-c3cccs3)nn2)C1 (stereo not drawn) | 0.0 | -16.9
O=C(Nc1ccc(SCc2ccccn2)nn1)c1ccco1 | -14.4 | -4.2
COc1ccc(CCNC(=O)c2ccc3c(c2)NC(=O)C(N2CCOCC2)S3)cc1OC (stereo not drawn) | 7.0 | -18.6
CCOc1ccc(C2=C/C(=C/c3cc(Br)c(OC)c(OC)c3)C(=O)O2)cc1 | -13.0 | -5.2
COc1ccc(C(N)C(=O)O)cc1 (stereo not drawn) | 2.0 | -13.8
Cc1ccccc1-c1noc(Cc2nnc(-c3ccccc3)o2)n1 | -29.8 | -1.9
COc1cccc(CC(=O)N2CCCC2C(=O)NCCc2csc(-c3ccccc3)n2)c1 (stereo not drawn) | 13.7 | -3.5
COc1nc(OC)c(F)c(Oc2ccc(C(C)=O)cc2)c1F | 5.0 | -1.0
CC1CC(C)CN(CC(O)COc2ccc(C34CC5CC(CC(C5)C3)C4)cc2)C1 (stereo not drawn) | 65.1* | 3.0
COc1cccc(C(=O)Nc2cc3c(cc2C(C)=O)OCCO3)c1 | -4.7 | 1.8
COc1cccc(C2=NOC(C(=O)Nc3ccc(C(C)=O)cc3)C2)c1 (stereo not drawn) | 15.7 | -2.0
COc1ccc(CCC(=O)N2CCCC2c2ccccc2F)cc1 (stereo not drawn) | 2.3 | -6.3
COc1ccc(-c2c3c(=O)n(C)c(=O)n(C)c3c3nnc4ccccc4n23)cc1 | -5.0 | -5.4
Ic1ccc(CSc2nnn(-c3ccccc3)n2)cc1 | -102.0 | -2.5
CC(C)(C)n1nc2c(c1NC(=O)c1ccccc1[N+](=O)[O-])CSC2 | 44.0 | -5.8
Cc1ccccc1CNC(=O)c1ccc2c(c1)nc1n2CCC(C)C1 (stereo not drawn) | 5.3 | -7.2
O=C(Nc1nnc(SCc2ccccc2F)s1)c1ccccc1F | 0.4 | 0.4
Cc1cc(C)c2c(CN3CCCCCCC3)cc(=O)oc2c1 | -5.8 | -0.1
O=C(Cn1cc([N+](=O)[O-])cn1)Nc1ccc(OC(F)(F)F)cc1 | 2.0 | -8.1

Remaining list, next part.
SMILES | mHTT CaM bind | Pf apPOL inh
CS(=O)(=O)N(CC(=O)Nc1ccccc1Cl)c1ccc(Cl)c(Cl)c1 | -1.6 | 0.1
CC1=NN(C(=O)c2ccc([N+](=O)[O-])cc2)C(O)(C(F)(F)F)C1 (stereo not drawn) | 17.0 | -2.6
CC(=O)ON1C(=O)c2cccc3cccc(c23)C1=O | · | 0.1
COc1ccc(C2NN=C(c3ccccc3)S2)c2ccccc12 (stereo not drawn) | -98.9 | ·
CNC(=O)c1ccc2c(c1)N(Cc1ccccc1F)C(=O)c1ccccc1S2 | 29.0 | -16.7
Cc1c(C(=O)Nc2cnc3ccccc3c2)sc2ncn(C)c(=O)c12 | 3.0 | -32.7
CC(C)CNc1ccc2c(c1)OC[C@@H](CC(C)C)NS2(=O)=O | -16.1 | -6.2
COc1cccc(-c2nc(C3CCN(S(=O)(=O)c4ccc(Cl)cc4)CC3)no2)c1 | -1.2 | -0.8
CCCOc1nccnc1N1CCC(NC)C1 (stereo not drawn) | 13.8 | -0.6
COc1ccc(NC(=O)c2cccs2)cn1 | · | -3.6
Cc1cccc(Cl)c1S(=O)(=O)Nc1ccc2c(c1)CCC(=O)N2C | -4.6 | -5.7
O=C(NCc1ccccc1Cl)c1cc(S(=O)(=O)N2CCc3ccccc32)ccc1F | -3.0 | -7.3
Cc1ccc(N2C(=O)CSC2c2cccs2)cc1C (stereo not drawn) | -4.0 | -1.7
NS(=O)(=O)c1ccc2c(c1)C1C=CCC1C(C1CC=CCC1)N2 (stereo not drawn) | 94.9* | -3.2
Cc1nccn1CC(=O)N1CCCn2cc(-c3ccccc3F)nc21 | 8.9 | -7.8
Cc1cn2c(=O)c(C(=O)Nc3nc4c(C)cccc4s3)cnc2s1 | -3.4 | 8.8
O=C(CN(c1ccc(F)cc1)S(=O)(=O)c1ccccc1)NCc1ccco1 | 1.1 | -1.0
COc1ccc(-c2oc3ncnc(NCc4ccco4)c3c2-c2ccc(OC)cc2)cc1 | 34.0 | -4.2
Cc1cccc(NC(=O)N2CCC3(CC2)NC(=O)c2ccc(F)cc2N3C)c1 | 3.3 | -4.5
